Furin inh: blocks human furin protease activity | P09958 | purified furin, fluorogenic substrate cleavage | inhibition, % at 30 µM | 220,000 tested, 0.061% active; in the data active means inhibition above about 25%; further: inactives centre near -15
Target sequence (P09958 108-714 limits assumed): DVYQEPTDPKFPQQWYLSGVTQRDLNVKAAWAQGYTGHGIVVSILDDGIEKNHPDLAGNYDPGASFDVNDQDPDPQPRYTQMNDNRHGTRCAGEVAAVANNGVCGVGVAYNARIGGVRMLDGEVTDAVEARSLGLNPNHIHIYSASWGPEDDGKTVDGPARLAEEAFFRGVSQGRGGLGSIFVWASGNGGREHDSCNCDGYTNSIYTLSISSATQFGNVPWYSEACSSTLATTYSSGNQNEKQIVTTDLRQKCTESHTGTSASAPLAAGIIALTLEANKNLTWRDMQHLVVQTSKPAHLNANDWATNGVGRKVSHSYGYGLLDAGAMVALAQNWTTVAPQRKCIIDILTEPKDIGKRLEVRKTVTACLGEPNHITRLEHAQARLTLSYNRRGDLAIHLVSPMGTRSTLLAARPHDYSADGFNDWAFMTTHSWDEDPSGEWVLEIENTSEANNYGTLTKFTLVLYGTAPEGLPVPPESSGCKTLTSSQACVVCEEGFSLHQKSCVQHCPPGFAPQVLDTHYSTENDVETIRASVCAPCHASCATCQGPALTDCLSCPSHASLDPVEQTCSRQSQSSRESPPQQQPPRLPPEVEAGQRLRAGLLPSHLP
Calpain2 inh: blocks pig calpain II enzyme activity. 220,000 tested, 0.37% active. AID 1236. purified calpain II, fluorogenic peptide substrate, 30 min. inhibition, % at 16 µM;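 active means inhibition above about 50%, limit read from the data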
EBV gp42 inh: blocks Epstein-Barr virus glycoprotein 42 binding; Q1HVG2; Fluorescence polarization binding assay, mP read-out; inhibition, % (tested at 21.74 µM); 220,000 tested, 0.42% active; AID 1085; in the data active means inhibition above about 50%
Target sequence (Q1HVG2 whole entry, looked up): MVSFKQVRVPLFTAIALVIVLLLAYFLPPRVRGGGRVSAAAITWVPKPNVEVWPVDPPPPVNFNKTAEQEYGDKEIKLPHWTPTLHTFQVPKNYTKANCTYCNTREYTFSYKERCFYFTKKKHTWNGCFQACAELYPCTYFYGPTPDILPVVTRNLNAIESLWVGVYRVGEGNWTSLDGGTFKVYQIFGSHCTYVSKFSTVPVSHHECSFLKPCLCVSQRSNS
zfTRPN1 agonist: zebrafish TRPN1 (NompC) channel agonism; activation, % at 3 µM; 220,000 tested, 0.18% active; HEK293 zebrafish TRPN1-YFP, Fluo-8 calcium fluorescence; 100% = response to 87 µM carbachol;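 active means activation above its plate's cutoff, the mean activation of test wells on that plate plus 3 SD, cut at about 19% in these data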;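 further: 0% = DMSO alone and 100% = 87 µM carbachol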
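Material: zebrafish TRPN1-YFP in HEK293 cells; Doses: single test compound dose, 3 µM nominal, 0.3% DMSO; Timing: dye loading 1 h at 37 °C, then 30 min room temperature; Technique: intracellular calcium fluorescence with Fluo-8; Benchmarks: high carbachol 87 µM, low DMSO alone.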
PPC-1+TRAIL kill: PPC-1 cancer cell killing with TRAIL present; 220,000 tested, 0.41% active; cell killing (% activity), % at 4 µM; PPC-1 cells + TRAIL, ATPLite viability luminescence;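 active means cell killing above 50% in the first pass at 4 µM, then a duplicate retest at 5 µM averaging 50% or more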;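 further: plate controls were cells with TRAIL plus DMSO for no effect and medium-only wells lacking cells for full effect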
Tb hexokinase: T. brucei hexokinase 1 inhibition. recombinant TbHK1, G6PDH-coupled NADH A340. inhibition, % at 10 µM. 220,000 tested, 0.11% active. AID 1430;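 active means inhibition of 50% or more in the single-dose primary screen; inactive means inhibition below 50%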
Thrombin inh: inhibitors of human thrombin | P00734 | alpha-thrombin, Boc-VPR-AMC fluorogenic substrate cleavage | inhibition, % at 5 µM | 220,000 tested, 0.26% active | AID 1046;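 active means inhibition at or above 40%; inactive means inhibition below 40%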;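 further: 0% = enzyme with no compound and 100% = wells without enzyme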
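Assay system: human alpha-thrombin enzyme. Reagent: Boc-VPR-AMC substrate, 15 µM final. Compound dosing: one concentration per compound, 5 µM, with 0.2% DMSO. Incubation: room-temperature reaction. Technique: AMC fluorescence, 355/460 nm. Measure: % inhibition relative to enzyme controls and enzyme-free blanks.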
TRPML3 agonist: human mucolipin-3 channel agonism. Q8TDD5. HEK293 TRPML3-YFP, Fluo-8 calcium fluorescence; 100% = the carbachol control signal. activation, % at 3 µM. 220,000 tested, 0.29% active;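 active means activation above its plate's cutoff, the mean activation of the plate's test wells plus 3 SD, cut at about 12% in these data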;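 further: 0% = DMSO only wells and 100% = carbachol wells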
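Material: HEK293 cells stably carrying human TRPML3-YFP; compound dosing: single dose, 3 µM final nominal compound, 0.3% DMSO final; incubation: 1-h 37 °C dye load, 5-s basal, 120-s post-compound reads; technique: Fluo-8 intracellular calcium fluorescence, excitation 470-495 nm, emission 515-575 nm; read-out basis: percent activation from peak-to-basal fluorescence ratio, scaled between DMSO and carbachol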
Cl transport mod: modulators of human KCC2 chloride dependent transport; 190,000 tested, 2.2% active; B-score of Tl+ flux slope (higher = more flux/activation; lower = inhibition) at 10 µM; AID 1456; KCC2 cells, thallium flux FluoZin-2 fluorescence;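 active means thallium flux slope and its plate-corrected score both differing from the plate sample mean at a set confidence after two filtering rounds, in either direction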;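 further: slope of fluorescence scaled to starting intensity during 10 to 20 s after thallium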
* = called active by the depositor; . = not tested or not shown; [ ] = another dose, or the depositor's remark.

SMILES	Furin inh	Calpain2 inh	EBV gp42 inh	zfTRPN1 agonist	PPC-1+TRAIL kill	Tb hexokinase	Thrombin inh	TRPML3 agonist	Cl transport mod
COc1ccccc1CNC(=O)COc1ccc2c(c1)CCC2	-26.7	21.3	-3.8	-2.8	-5.5	-0.4	2.5	-0.7	-1.6
CCc1nnc2c3cnn(-c4ccccc4)c3ncn12	-20.3[20 µM]	-88.0	-10.1	0.1	11.2	4.0	-7.3	0.5	-0.0797
CCN(CC)c1ccc(/C=C2\CCC(/C=N/NC(=O)c3ccc(=O)n(C)c3)=C2N2CCOCC2)cc1	-17.9	-25.5	-139.9	4.7	-2.9	-27.1	5.1	2.3	-1.58
Nc1nnc(SCC(=O)c2ccc3ccccc3c2)s1	-12.0[20 µM]	-44.7	-12.8	0.0	21.9	-6.2	-2.9	-0.3	-1.3
O=C(c1ccc(NC(=O)C2(c3ccccc3)CCOCC2)cc1)N1CCOCC1	-12.6[20 µM]	27.0	-13.0	0.6	17.2	-2.1	4.8	0.6	0.583
Cc1cc2n(n1)C(c1ccc3c(c1)OCO3)Nc1c(C)cccc1-2 (stereo not drawn)	-22.1	-61.7	3.6	-2.3	31.3	-8.3	-3.6	-1.2	-0.248
Nc1c(-c2ccccc2)cnn1-c1cccc(C(F)(F)F)c1	-4.4[20 µM]	-5.9	-14.8	1.0	9.0	3.7	-5.5	0.6	.
Cc1ccc(-c2nc(CSCC(=O)NCCN3CCN(Cc4ccccc4)CC3)c(C)o2)cc1	-5.7	-34.1	-10.2	2.8	10.2	-4.7	-3.7	0.3	-0.19
O=c1[nH]c(N2CCCCC2)nc2ncn(Cc3ccccc3)c12	-17.6	1.9	-15.6	2.8	-25.1	-5.4	0.5	0.2	-0.521
CC(C)CNC(=O)CCCSc1nc2ccccc2[nH]1	-21.2	-14.6	1.1	-1.3	2.5	-4.0	-6.2	-0.2	-0.588
O=C(O)c1c(C(=O)N2N=C3/C(=C/c4ccccc4)CCCC3C2c2ccccc2)cccc1[N+](=O)[O-] (stereo not drawn)	-13.1	-83.5	-6.3	0.4	6.1	-4.4	-12.7	0.6	0.363
COc1cc(C=O)ccc1OCCOCCOc1ccc(Cl)cc1	-11.7[20 µM]	-20.0	-16.1	0.9	1.7	-3.0	1.5	0.1	.
COc1cc(CC(=O)OCC(=O)Nc2ccc(S(=O)(=O)N3CCCC3)cc2)cc(OC)c1OC	-4.9	0.1	-19.9	0.6	-28.8	1.6	3.7	0.2	.
Cc1ccccc1NC1(C#N)C(=O)Nc2ccccc21 (stereo not drawn)	-15.8[20 µM]	-24.1	-17.5	0.2	-5.9	-9.5	2.4	0.1	0.234
CC(C)C(CCNC(=O)CN1C(=O)c2ccccc2C1=O)c1ccco1 (stereo not drawn)	-2.3[20 µM]	3.2	-19.4	1.9	-3.4	-2.4	4.7	0.6	1.59
COC(=O)c1c(NC(=O)CC2SC(N)=NC2=O)sc(C)c1C (stereo not drawn)	-27.7	-12.5	-20.8	-0.9	-2.0	-7.8	-5.0	0.3	.
O=C(Nc1ccc([N+](=O)[O-])cc1)Nc1ccc2c(c1)OCCO2	-12.9	-8.0	7.0	12.9	31.2	-1.3	-0.8	4.4	0.0598
COC(=O)c1ccc(C)c(NC(=O)CCc2ccc(OC)cc2)c1	-25.9	1.9	-27.5	-1.1	11.6	0.9	-3.5	0.2	0.443
Cc1[nH]ccc(=O)c1OCc1ccc(Cl)cc1	-15.5[20 µM]	19.6	-13.3	1.4	-6.8	0.1	3.2	1.1	.
CCOC(=O)Cn1c(N2CCOCC2)nc2c1c(=O)[nH]c(=O)n2C	-7.8[20 µM]	0.4	-0.9	0.5	-1.4	0.6	-2.2	1.4	0.405
CCCOC(=O)CSC1=C(C#N)C(c2ccccc2Cl)CC(=O)N1 (stereo not drawn)	-11.9	-15.6	-5.4	1.9	25.3	-7.4	-3.3	-0.2	0.0635
CN1CCN(c2ccc([N+](=O)[O-])cc2C(=O)c2ccc(Br)cc2)CC1	1.7	-19.0	-2.3	2.0	16.1	-19.2	8.3	0.1	0.0121
O=C1c2ccccc2C(=O)C1c1nccc2ccccc12	-28.2	-15.4	-42.7	-0.1	-3.3	-4.3	-2.6	0.6	-1.15
O=C(CSc1ccccc1C(=O)O)NC12CC3CC(CC(C3)C1)C2	-21.7	0.5	-7.3	2.4	6.0	-0.2	0.4	0.3	0.256
COc1ccc(CC(=O)NC(C)C2COc3ccccc3O2)cc1OC (stereo not drawn)	-35.2	-32.2	-3.5	0.7	6.6	-3.2	-6.3	1.1	-0.776
SMILES	Furin inh	Calpain2 inh	EBV gp42 inh	zfTRPN1 agonist	PPC-1+TRAIL kill	Tb hexokinase	Thrombin inh	TRPML3 agonist	Cl transport mod
CC1CCN(S(=O)(=O)c2ccc3c(c2)c(=O)c(C(=O)NCc2cccs2)cn3C)CC1	-8.1	-22.4	-12.3	3.7	22.0	-12.6	5.5	0.6	-0.434
O=C(CCc1c[nH]c2ccccc12)N1CCN(c2ccc(O)cc2)CC1	-23.4	-7.2	-19.1	0.6	9.2	-10.2	-16.4	0.7	-0.0124
COc1cc(CNCCCN2CCOCC2)cc(Br)c1OCc1ccc(Cl)cc1	-8.9	21.8	-0.4	4.2	19.3	13.4	-2.4	1.4	0.0583
OC(COc1ccc2c(c1)OCO2)CN1CCCCC1 (stereo not drawn)	-28.5	-16.6	-3.6	0.8	-23.3	-0.4	-4.2	1.0	-0.052
CC1CCCCC1NC(=O)COC(=O)C12CC3CC(CC(Cl)(C3)C1)C2 (stereo not drawn)	4.1	27.9	-3.8	-0.1	28.4	-5.4	-1.3	0.5	-0.114
O=S(=O)(c1ccc(Cl)s1)N1CCCCC1	-25.1	-12.6	-17.6	0.1	-2.8	-0.6	-16.8	0.6	.
CCN1CCN(C(c2cccs2)C(C)NC(=O)c2ccco2)CC1 (stereo not drawn)	-11.6	15.9	-5.9	-0.1	13.8	3.2	-3.7	0.1	.
CCCNC(=O)Cc1c(C)oc2ccccc12	-16.1	8.3	0.4	0.7	1.6	-0.5	-3.9	-0.1	-0.151
CCOC(=O)C1=C(C)NC2=C(C(=O)C(C(=O)OCC)C(c3ccc(OC)cc3)C2)C1c1ccccn1 (stereo not drawn)	-10.9[20 µM]	-76.0	-4.4	0.1	11.2	-6.3	4.6	0.1	-1.16
Cc1ccccc1C(=O)Nc1cccc(NC(=O)c2ccc(-c3ccc(Br)cc3)o2)c1	-8.3[20 µM]	-161.3	-13.8	-0.3	26.8	-29.1	-1.3	0.8	-0.286
CCCCOc1ccc(/C=C/C(=O)Nc2ccc(C(N)=O)cc2)cc1	-10.6	-8.8	-21.1	0.4	33.9	6.0	-0.1	0.5	1.58
CC(C)OP(=O)(OC(C)C)C(Nc1cccc(C(=O)O)c1)c1ccccc1 (stereo not drawn)	-13.8	-13.2	3.3	-0.7	-12.5	-11.5	-5.6	0.3	0.333
S=C(NCc1cccnc1)Nc1ccc(Oc2ccc(Cl)cc2)cc1	-13.6	7.5	0.8	5.4	3.6	-5.3	-9.2	1.9	-1.82
CS(=O)(=O)NCCCNc1c(Cl)cccc1[N+](=O)[O-]	-18.2[20 µM]	22.2	-2.1	-1.1	16.8	-1.9	0.9	0.4	.
O=C(COC(=O)Cc1ccccc1F)Nc1cccc(S(=O)(=O)NC2=NCCCCC2)c1	-20.8	42.4	2.0	1.4	17.6	1.9	2.2	0.1	-0.588
Cc1csc(NC(=O)CSc2nnc(NC(=O)C3CC(=O)N(c4ccccc4)C3)s2)n1 (stereo not drawn)	-0.8	11.9	0.3	-0.1	-0.3	32.6	18.6	-0.2	2.54
COC(=O)C1=CN(C2CC2)C=C(C(=O)OC)C1c1ccc(C(F)(F)F)cc1	-15.8	-479.5	0.6	-0.2	4.2	-5.5	-32.4	0.4	.
Cc1cc(C)nc(Nc2ncc(O)n2-c2ccccc2)n1	-17.2[20 µM]	-0.7	-9.3	1.7	28.8	-3.3	-2.4	-0.6	0.0787
CCn1c(SCC(=O)N2CCCc3ccccc32)nnc1-c1ccoc1C	-11.4[20 µM]	-12.2	-10.4	-1.1	-3.8	-4.5	3.2	0.4	0.592
Cn1c(=O)c2c(ncn2CC(=O)Nc2nc(-c3ccc(F)c(F)c3)cs2)n(C)c1=O	-19.1	-19.1	-10.2	3.6	14.4	-9.8	-0.7	0.7	1.22
COc1cc(/C=N/N2C(=O)C3C4c5ccccc5C(c5ccccc54)C3C2=O)ccc1O (stereo not drawn)	1.8	4.4	20.1	-1.0	5.8	-9.6	-8.0	0.0	-0.0546
COc1cc(/C=N/Nc2nc(N3CCCC3)nc(N3CCCC3)n2)ccc1OCc1ccccc1F	-8.0	-16.5	-14.2	-0.6	13.7	-42.8	-14.4	0.7	-0.856
COc1ccccc1OCC(=O)NNC(=O)c1ccoc1C	-5.0	15.7	-1.2	-0.5	7.9	-3.6	-9.8	0.3	0.0844
Cc1cc2cc(CNC(=O)c3ccc(Br)o3)ccc2[nH]1	-30.1	-55.4	-6.5	.	8.0	1.7	-3.7	.	0.428
CC(C)Cn1c(C(C)NC(=O)Cc2ccccc2)nc2ccccc21 (stereo not drawn)	-19.9	-33.3	-2.6	-1.1	-10.2	-1.1	9.3	-0.1	-0.566
SMILES	Furin inh	Calpain2 inh	EBV gp42 inh	zfTRPN1 agonist	PPC-1+TRAIL kill	Tb hexokinase	Thrombin inh	TRPML3 agonist	Cl transport mod
CC(=O)Nc1cccc(OCC(=O)Nc2sccc2C(N)=O)c1	-5.1	-15.1	3.4	3.2	27.7	-3.7	-4.7	0.5	-0.329
N#C/C(=C\Nc1ccc(F)c(Cl)c1)C(=O)C1CC1	-9.5	-6.2	-20.4	0.6	10.4	-35.7	-0.3	1.0	-2.11
COc1cccc(CSc2nc3sc(C)c(C)c3c(=O)n2Cc2ccco2)c1	-13.6	-9.5	-18.8	2.8	7.5	-12.6	-5.9	-0.1	.
CCn1c(SCC(=O)NCCc2ccccc2)nnc1C(C)C	-32.7	9.9	-7.4	-2.2	9.2	4.8	-6.5	0.0	-0.51
COc1ccc(CCc2nnc(CCC(=O)NCc3ccc4ncccc4c3)o2)cc1	-24.1	-20.0	-13.4	1.0	-2.3	5.8	-2.2	1.2	0.136
CCOc1ccc(S(=O)(=O)NCc2ccccc2)cc1C(N)=O	-8.8	10.2	12.7	3.1	-7.6	7.4	1.3	2.0	-3.46

Hits appear at their usual frequency (roughly 3.6% active in at least one column).
